ROMK mod: human ROMK K+ channel modulation, primary screen. B-score at 10 µM. Tet-inducible ROMK, thallium flux fluorescence; actives lie on both sides. P48048. AID 1918. hit rate 2% among 130,000;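 active = signal ratio slope over the read window, or its plate-corrected B-score, at least 3 SD from the plate mean, either direction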;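 also: B-score of the F/F0 ratio slope over 7 to 12 s after thallium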
PPARg SRC2 recr: promotes SRC-2 coactivator recruitment by human PPARgamma. AID 1032. hit rate 0.34% among 200,000. activation, % at 8 µM. P37231. PPARgamma LBD-SRC-2 recruitment, biochemical; in the data active = activation above about 22%;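 also: 0% = vehicle and 100% = reference agonist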
Target sequence (P37231 whole entry, looked up, the tested form may be a part): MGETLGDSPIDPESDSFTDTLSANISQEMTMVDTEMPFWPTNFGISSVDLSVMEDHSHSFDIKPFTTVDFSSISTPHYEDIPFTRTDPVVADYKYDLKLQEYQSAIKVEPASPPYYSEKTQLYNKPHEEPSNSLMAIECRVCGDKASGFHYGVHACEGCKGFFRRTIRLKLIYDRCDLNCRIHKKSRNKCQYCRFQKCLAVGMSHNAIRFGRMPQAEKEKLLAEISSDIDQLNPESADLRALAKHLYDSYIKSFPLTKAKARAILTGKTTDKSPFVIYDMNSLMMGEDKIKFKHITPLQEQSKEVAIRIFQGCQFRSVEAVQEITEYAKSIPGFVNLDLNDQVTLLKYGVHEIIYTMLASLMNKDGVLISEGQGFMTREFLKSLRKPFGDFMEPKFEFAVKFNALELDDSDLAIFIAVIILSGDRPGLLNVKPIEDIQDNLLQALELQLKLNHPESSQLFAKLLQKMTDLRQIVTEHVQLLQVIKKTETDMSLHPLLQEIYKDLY
TR-FRET SRC-2 ct: counter-screen for PPARgamma SRC-2 recruitment agonists: TR-FRET artefact. active compounds read high. TR-FRET ratio at 8 µM. hit rate 0.4% among 200,000. AID 1049; in the data active = TR-FRET ratio above about 2000; also: inactives centre near 1500
TNAP act hi DEA: activators of human TNAP at high phosphate acceptor concentration; P05186; purified TNAP, CDP-star luminescence, 1 M DEA, 30 min; active compounds read high; 0 = EDTA background, 1 = DMSO-only activity; activation factor at 20 µM; 200,000 tested, under 10 active;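 active = activation factor at least 2 at 20 µM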
Target sequence (P05186 whole entry, looked up): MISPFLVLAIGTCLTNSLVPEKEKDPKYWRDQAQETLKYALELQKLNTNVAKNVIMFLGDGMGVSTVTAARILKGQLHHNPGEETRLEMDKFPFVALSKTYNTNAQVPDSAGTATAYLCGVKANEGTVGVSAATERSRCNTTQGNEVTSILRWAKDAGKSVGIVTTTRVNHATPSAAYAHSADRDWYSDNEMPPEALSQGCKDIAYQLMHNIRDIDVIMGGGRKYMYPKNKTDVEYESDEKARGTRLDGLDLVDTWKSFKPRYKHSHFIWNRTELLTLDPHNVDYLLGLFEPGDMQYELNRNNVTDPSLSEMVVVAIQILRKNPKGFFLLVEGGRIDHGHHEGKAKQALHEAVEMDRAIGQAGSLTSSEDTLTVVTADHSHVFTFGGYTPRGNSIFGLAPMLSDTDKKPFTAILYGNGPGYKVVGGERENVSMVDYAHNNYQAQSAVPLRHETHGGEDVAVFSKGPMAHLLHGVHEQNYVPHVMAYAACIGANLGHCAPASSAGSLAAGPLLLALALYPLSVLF
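system = human TNAP | amount = enzyme diluted 1/800 final | reagent = 100 µM CDP-star substrate | signal = luminescent substrate turnover signal | dosing = one dose, 20 µM | benchmarks = EDTA negative control, DMSO positive control | measure = activation factor | timing = 30 min reaction, room temperature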
STAT1 inh: reduces IFN-gamma driven STAT1 reporter signal. NIH 3T3 STAT1-luciferase reporter, luminescence. inhibition, % at 5.5 µM. hit rate 0.35% among 200,000;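 active = inhibition above a set limit, the mean inhibition across all tested compounds plus 3 SD, cut at about 34% in these data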;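 also: 0% = IFN-gamma with DMSO and 100% = IFN-gamma with 300 µM nifuroxazide; values of inactives mirror those of a sister screen read the other way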
bIAP inh: intestinal alkaline phosphatase (bovine) inhibition; purified bovine IAP, CDP-star luminescence, 30 min; inhibition, % at 20 µM; 190,000 tested, under 10 active;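 active = over 50% inhibition of intestinal alkaline phosphatase at 20 µM in the single-dose screen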
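Assay system: bovine IAP enzyme; medium: DEA buffer 100 mM, pH 9.8, with MgCl2 1.0 mM, ZnCl2 0.02 mM; doses: 20 µM single dose; incubation: enzyme reaction for 30 min at room temperature; detection: CDP-star luminescence signal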
PPARg SRC-1 ag: promotes SRC-1 coactivator recruitment by human PPARgamma; P37231; PPARgamma-SRC-1 coactivator recruitment biochemical assay; activation, % at 8 µM; hit rate 0.41% among 200,000; AID 631; in the data active = activation above about 19%;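 also: 0% = DMSO and 100% = reference agonist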
bIAP act: increases bovine intestinal alkaline phosphatase activity; purified bovine IAP, CDP-star luminescence, 30 min; active compounds read high; fold of DMSO-control signal, blank-subtracted; activation factor at 20 µM; hit rate 0.17% among 200,000; AID 1016;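 active = activation factor of 2 or more at 20 µM, a signal rise over negative controls twice the positive control's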
STAT3 activator: activators of IL-6 induced STAT3 signaling | U3A cells, IL-6 STAT3-luciferase reporter, luminescence; 100% = signal with IL-6 EC80 alone | activation (% of control), % at 5.6 µM | hit rate 0.91% among 190,000 | AID 871;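 active = activation above the screen-wide mean of compound activation plus 3 SD, cut at about 130% in these data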;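 also: 0% = background luminescence of wells with medium and substrate only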
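Material: STAT1-lacking human U3A cells, STAT3 luciferase reporter | Benchmarks: IL-6-only wells as 100% reference | Probe or stimulus: IL-6 (33 ng/mL) | Timing: Compound 1 h, then IL-6 6 h at 37 °C | Detection: Luminescence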
STAT3 inh: reduces IL-6 driven STAT3 reporter signal. U3A cells, IL-6 STAT3-luciferase reporter, luminescence; host cell line lacks STAT1. inhibition, % at 5.5 µM. hit rate 0.89% among 190,000. AID 862;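 active = inhibition above the mean inhibition across all screened compounds plus 3 SD, cut at about 44% in these data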;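 also: 0% = DMSO only wells and 100% = 100 µM nifuroxazide control wells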
PPARg SRC-3 ag: PPARgamma-driven SRC-3 recruitment agonism. biochemical PPARgamma/SRC-3 coactivator recruitment assay. P37231. hit rate 0.26% among 200,000. activation, % at 8 µM; in the data active = activation above about 23%;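 also: 0% = DMSO and 100% = reference agonist; some compounds past the cut are filed as inactive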
* hit, by the source's call; . = not tested or not shown. Not a hit list. Share with any hit: about 3.7%.

Every second line gives: ROMK mod	PPARg SRC2 recr	TR-FRET SRC-2 ct	TNAP act hi DEA	STAT1 inh	bIAP inh	PPARg SRC-1 ag	bIAP act	STAT3 activator	STAT3 inh	PPARg SRC-3 ag
1. COc1ccc(Cc2nnc(NC(=O)CSc3ccccc3)s2)cc1OC
  -0.8	0	1650	1	2	15	0	0.8	92	7	1
2. COCCNC(=O)c1ccc(CS(=O)(=O)c2ccc(C)cc2)o1
  .	1	1642	1	1	7	9	0.9	97	7	-5
3. CN(CC(=O)N1CCN(c2ccc(F)cc2)CC1)S(=O)(=O)c1ccc2c(c1)c(=O)n(C)c(=O)n2C
  .	2	1542	1	-8	9	-3	0.9	96	8	0
4. Cc1c(/C(O)=C2\C(=O)C(=O)N(CCN(C)C)C2c2ccco2)cnn1-c1ccccc1 (centres undefined)
  -0.89	3	1615	1	13	4	3	1	92	10	6
5. N#Cc1c(NC(=O)C2CC(c3ccccc3O)=NO2)sc2c1CCC2 (centres undefined)
  .	0	1635	1	14	-1	0	1	85	20	2
6. Cc1ccc(-n2nc(C)c3c(C)c(CCC(=O)NC(C)c4ccccc4)c(C)nc32)cc1 (centres undefined)
  .	-3	1573	1.1	2	5	0	0.9	101	4	-2
7. Cc1cc(-n2nc(C)cc2C)n2ncc(-c3ccccc3)c2n1
  -1.3	-1	1473	1.1	-7	-2	5	1	109	-7	3
8. COc1cc2c(cc1OC)C(c1cccs1)N(C(=O)C(C)C)CC2 (centres undefined)
  .	11	1490	1	-1	-4	6	1	99	4	2
9. CCOc1cc(-c2c(C#N)c(N)nc3c2CCc2ccccc2-3)ccc1O
  1.1	2	1584	1	10	19	-4	0.8	89	12	0
10. Cc1cccc(CSc2nc3c(cc2C#N)CCC3)c1
  1.2	5	1569	1	-3	4	9	1	99	4	1
11. CCOC(=O)C1CCCN(C(=O)/C=C/c2cccc([N+](=O)[O-])c2)C1 (centres undefined)
  .	7	1580	1	-1	0	-3	1	96	9	12
12. COc1ccc(CCN(C)C(=O)C2CCN(Cc3cccc(OC)c3OC)CC2)cc1OC
  0.57	-2	1304	1	-3	-17	0	1.2	103	1	2
13. Cc1ccc(-c2nc3ccccc3[nH]2)cc1N
  .	14	1638	1	-19	16	1	0.8	117	-19	12
14. CCNC(=S)Nc1cccc(Cl)c1C
  .	5	1725	1	-3	10	6	0.9	101	4	9
15. Cc1cc(C(=O)Nn2c(-c3ccc(Br)cc3)nc3ccccc3c2=O)ccc1[N+](=O)[O-]
  -1.4	0	1477	1.1	4	-3	-4	1	102	-2	4
16. Cc1ccnc(NC(=O)CCCc2ccccc2)c1
  -0.0059	-6	1462	1	-14	-22	7	1.2	100	5	5
17. Cc1ccc(CNC(=O)c2cnccn2)cc1
  .	-4	1407	1	-3	33	-4	0.7	96	7	-2
18. CCCC(c1nnnn1Cc1ccccc1)N1CCC(C(N)=O)CC1 (centres undefined)
  0.48	-1	1741	1.1	-6	-10	9	1.1	109	-7	0
19. CCC(C)NC(=O)C1CCCCN1S(=O)(=O)c1ccc(F)cc1 (centres undefined)
  -0.43	9	1621	1	4	2	4	1	103	-3	0
20. CCOC(=O)c1cc2ccccc2nc1C
  -1.2	-3	1512	1	-6	4	0	1	89	14	-1
21. COC(=O)c1ccccc1NC(=O)NCCc1ccc(OC)c(OC)c1
  0.21	-5	1598	1	-9	-11	-11	1.1	90	18	-3
22. CCC(=O)Nc1c(C)nn(-c2ccc(C)c(C)c2)c1C
  -0.043	12	1728	1	-7	-5	-1	1.1	104	-8	-4
23. Cc1ccc(-c2cc(C(=O)NCc3ccco3)no2)cc1
  .	14	1773	1	-10	12	1	0.9	84	22	1
24. CN1/C(=C\C=C(/C#N)C(=O)Nc2ccc(Cl)cc2)C(C)(C)c2ccccc21
  .	7	1638	0.9	-3	20	4	0.8	99	1	6
25. COc1cc(C(c2nnnn2C(C)(C)C)N2CCN(c3nc4ccccc4s3)CC2)ccc1O (centres undefined)
  -2.3	11	1659	1.1	2	-1	13	1	104	-2	-2
26. CCOC(=O)c1ccccc1NC(=S)N1CCCCC1
  0.058	7	1612	1	1	-1	1	1	96	3	1
27. CC(C)[C@H](NC(=O)c1ccccc1)C(=O)OCC(=O)N1CC(=O)Nc2ccccc21
  0.12	10	1525	1	3	26	-4	0.7	100	-3	1
28. CCN(CC)C(=O)C12CC3CC(CC(Br)(C3)C1)C2
  1.6	-2	1511	1	0	-10	-1	1.1	106	4	-4
29. CN1CCN(/N=C/c2ccc(Cl)c(Cl)c2)CC1
  -1.5	4	1607	1	-25	38	4	0.6	94	8	1
30. CC1(C)CC(NC(=S)NCc2ccco2)CC(C)(C)N1
  -0.044	2	1548	1.1	2	7	4	0.9	97	10	-1

Quoted at random: 5 entries already listed
Every second line gives: ROMK mod	PPARg SRC2 recr	TR-FRET SRC-2 ct	TNAP act hi DEA	STAT1 inh	bIAP inh	PPARg SRC-1 ag	bIAP act	STAT3 activator	STAT3 inh	PPARg SRC-3 ag
26. CCOC(=O)c1ccccc1NC(=S)N1CCCCC1
  0.058	7	1612	1	1	-1	1	1	96	3	1
4. Cc1c(/C(O)=C2\C(=O)C(=O)N(CCN(C)C)C2c2ccco2)cnn1-c1ccccc1 (centres undefined)
  -0.89	3	1615	1	13	4	3	1	92	10	6
23. Cc1ccc(-c2cc(C(=O)NCc3ccco3)no2)cc1
  .	14	1773	1	-10	12	1	0.9	84	22	1
22. CCC(=O)Nc1c(C)nn(-c2ccc(C)c(C)c2)c1C
  -0.043	12	1728	1	-7	-5	-1	1.1	104	-8	-4
25. COc1cc(C(c2nnnn2C(C)(C)C)N2CCN(c3nc4ccccc4s3)CC2)ccc1O (centres undefined)
  -2.3	11	1659	1.1	2	-1	13	1	104	-2	-2

Following part
Every second line gives: ROMK mod	PPARg SRC2 recr	TR-FRET SRC-2 ct	TNAP act hi DEA	STAT1 inh	bIAP inh	PPARg SRC-1 ag	bIAP act	STAT3 activator	STAT3 inh	PPARg SRC-3 ag
31. CC(C)(C)C(=O)NC(=S)Nc1cc(C(=O)O)ccc1Cl
  -0.0091	5	1586	1	-5	0	4	1	101	-1	7
32. Cc1ccc2c(c1)cc(C)c1nnc(SCC(=O)NCc3ccco3)n12
  .	-1	1665	1	-3	-4	3	1	91	13	-1
33. COc1cccc2sc(Nc3nnc(-c4cccs4)o3)nc12
  .	12	1847	1.1	-43	-5	9	1	172*	-80	15
34. CC(C)=CCC/C(C)=C/CN(CC(C)O)CC(C)O (centres undefined)
  .	3	1666	1	-1	7	-10	0.9	101	3	0
35. Cc1cc(C)n(-c2nncn2/N=C/c2ccccc2F)n1
  .	5	1333	1	-8	8	-2	0.9	102	-2	-2
36. C=CCc1cccc(/C=N/c2nc3ccccc3n2CC)c1O
  .	8	1637	1	5	20	2	0.8	93	14	3
37. COc1ccc(-c2nn(-c3ccccc3)cc2C#N)cc1
  0.15	4	1623	1	-29	22	6	0.8	100	0	5
38. CN(C)S(=O)(=O)N1CCN(C(=O)c2ccccc2Cl)CC1
  .	-14	1457	1	-7	32	-9	0.7	100	4	-1
39. CCCCC(=O)N/N=C/c1cc([N+](=O)[O-])ccc1N1CCOCC1
  -0.72	-4	1490	1	7	5	0	0.9	106	-3	-4
40. CN(C)Cc1nc2c([nH]1)c(=O)n(C)c(=O)n2C
  .	-3	1548	1	-2	8	-6	0.9	104	4	-11
41. Cc1ccc(CSc2nnc(-c3cccc(S(=O)(=O)N4CCOCC4)c3)n2CC(C)C)cc1
  -1.4	-4	1510	1	3	0	2	1	103	1	-1
42. Cc1ccc(SCC(=O)c2c(C)nc3cc(C)ccn23)cc1
  -0.66	0	1542	1	0	-5	-2	1.1	88	17	2
43. O=C(O)c1cc(N2C(=O)C3CC=CCC3C2=O)ccc1NCc1cccnc1 (centres undefined)
  2.6*	-11	1558	1	5	-2	-5	1	107	-2	2
44. COC(=O)/C(=C/c1c[nH]c2ccccc12)[N+](=O)[O-]
  -3.8*	6	1623	1.1	16	8	5	0.9	134*	-32	6
45. COc1ccc(-c2cc(CNC(C)=O)on2)cc1
  .	-4	1569	1	-8	-2	5	1	101	4	12
46. COCCCNC(=O)CN(CCc1ccccc1)S(=O)(=O)c1ccc(C)cc1
  1.9	2	1645	1	-3	-9	8	1.1	108	4	5
47. CCn1ncc(CN2CCN(Cc3cccc(OC)c3)C(CCO)C2)c1C (centres undefined)
  0.83	-6	1400	1	-3	1	3	1	104	0	-2
48. CSCC[C@@H](C(=O)Nc1ccc2c(c1)OCCO2)N1Cc2ccccc2C1=O
  .	4	1488	1.1	-11	7	10	0.9	107	1	-5
49. COc1cc(C2N=C(c3ccccc3)NO2)cc(Br)c1O (centres undefined)
  0.019	7	1458	1	-2	12	-2	0.9	122	-23	15
50. NC(=O)CSc1c[nH]c2ccccc12
  1.7	4	1496	1	-8	19	-8	0.8	143*	-44	-12
51. Cc1ccc(S(=O)(=O)Oc2ccc(/C=C(/NC(=O)c3ccccc3)C(=O)O)cc2)cc1
  -0.31	-7	1332	1	4	6	-10	0.9	97	6	-10
52. CCOC(=O)CNC(c1ccccc1)c1cc(Br)ccc1NC(=O)CCN1CCOCC1 (centres undefined)
  -0.053	7	1712	1	6	-2	4	1	110	-16	9
53. COc1cccc(-c2cc(C(=O)Nc3cnn(Cc4ccc(F)cc4)c3)no2)c1
  .	2	1529	1.1	-8	15	-4	0.8	89	22	-11
54. CCC1CCCCN1Cc1nc2c(c(=O)n(C)c(=O)n2C)n1Cc1ccccc1 (centres undefined)
  .	1	1578	1	6	9	4	0.9	104	-5	4
55. Nc1nnc(SCc2ccc(Cl)cc2)s1
  -0.86	9	1652	1	-5	-7	0	1.1	95	9	17
56. O=C(Oc1cccc(-n2cnnn2)c1)c1sc2ccccc2c1Cl
  .	-10	1511	1	13	-4	4	1	98	5	8
57. CCOC(=O)c1c(C)c(C(=O)NCCCN2CCCC2=O)c(C)n1CC
  .	5	1533	1.1	-8	7	0	0.9	103	2	9
58. O=C(CSc1nnc(SCc2ccc(Cl)cc2)s1)N/N=C/c1ccc(Cl)cc1Cl
  -0.49	-5	1372	1	-6	41	-11	0.6	111	1	1
59. CCC(=O)Nc1cc(C)c(NC(=O)C23CC4CC(CC(C4)C2)C3)cn1
  -0.21	-6	1495	1	-9	0	6	1	112	-11	-19
60. COC(=O)/C=C1/SC(=Nc2ccc(C)cc2C)NC1=O
  1.2	-3	1690	1	-7	1	0	1	106	1	4
61. O=C(NC1CCCC1)C(c1ccncc1)N(CC1CCCO1)C(=O)Cn1nnc(-c2cccs2)n1 (centres undefined)
  .	-5	1501	1.1	-3	-6	-3	1.1	102	2	-11
62. CCNc1nc(NCC)n2c(SCc3ccc(F)cc3)nnc2n1
  .	7	1611	1.1	4	16	5	0.8	103	2	10
63. CCOC(=O)C(=O)/C(=C\N(C)C)c1onc(-c2c(Cl)cccc2Cl)c1C(=O)OC
  .	5	1755	0.9	7	-7	3	1.1	97	10	3

Screens from PubChem BioAssay.
